Assay outcomes from PubChem BioAssay.
GRP78 ERSR act – induces the endoplasmic reticulum stress response in human glioma cells; U87-MG GRP78 promoter luciferase reporter, 16 h; Potency, µM, for inactives: at the top dose activation, most hits filed as activators; 420,000 compounds, 0.02% hits; also: potency is read from the fitted curve at half-maximal effect; series mostly up to about 76 µM; % of control where 0% means no effect; nearly all actives have a fitted effect of over 35% in size
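ERSR induction read as luciferase luminescence (Bright-Glo, 10 min at room temperature) in stably transfected human U87-MG glioma cells exposed to compounds for 16 h, using GRP78 as sensor.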
Vif-A3G inh – inhibitors of Vif-APOBEC3G interaction; HeLa A3G-eYFP + Vif (tagged APOBEC3G with the HIV-1 protein that degrades it), YFP fluorescence, overnight; Potency, µM (top dose mostly 46.1 µM), inactives show at the highest dose activity, negative = active, most hits filed as inhibitors; 410,000 compounds, 0.076% hits; AID 602310;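 also: potency is read from the fitted curve at half-maximal effect; % is scaled to controls: 0 for no effect and ±100 for the full control effect; nearly all actives have a fitted effect of over 60% in size; hits raise eYFP signal because A3G escapes Vif-driven loss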
Target sequence (Q9HC16 whole entry, looked up): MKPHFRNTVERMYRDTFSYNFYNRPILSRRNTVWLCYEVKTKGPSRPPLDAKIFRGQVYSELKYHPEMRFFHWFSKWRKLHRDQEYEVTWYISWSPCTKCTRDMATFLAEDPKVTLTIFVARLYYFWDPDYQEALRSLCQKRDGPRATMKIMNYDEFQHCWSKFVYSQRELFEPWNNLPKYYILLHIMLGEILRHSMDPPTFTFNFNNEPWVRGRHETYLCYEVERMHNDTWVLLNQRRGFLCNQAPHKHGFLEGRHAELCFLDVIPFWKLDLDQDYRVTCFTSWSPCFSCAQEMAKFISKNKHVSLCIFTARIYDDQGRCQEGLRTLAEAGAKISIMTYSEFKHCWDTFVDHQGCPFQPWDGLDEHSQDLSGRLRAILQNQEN
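Read-out is eYFP fluorescence (Ex 488/Em 500-530) from Vif-expressing HeLa A3G-eYFP cells; more signal means A3G escaped Vif-mediated degradation. Cells plated overnight, compound pinned in, incubated overnight at 37 deg C.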
ERG Ets-DNA blk – ERG Ets/DNA interaction inhibition; P11308; fluorescence polarization, His-ERG Ets domain / labelled DNA; Potency, µM (doses to about 76.9 µM), for the others: at the top dose FP activity, negative = inhibition, usual class: inhibitors; 370,000 compounds, 0.028% hits; AID 624246; active = well fitted inhibition curve with a large enough effect in the polarisation, with a control signal flat; inconclusive = small, poorly fitted or top-dose-only effect, or effect the other way, or a change in a side signal; inactive = no such curve, though single readings can be large or run the other way; the % refers to the polarisation;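 also: polarization taken with two DNA probes labelled with fluorescein and Texas red; potency is read from the fitted curve at half-maximal effect; % of control where 0% means no effect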
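His-tagged ERG Ets domain (1 uM in the protein solution; 300mM KCl, 50mM Tris-HCl, 1mM EDTA, 1mM DTT, pH 7.5) received compound, then a probe mix of 5 nM fluorescein-DNA and 100nM Texas-615-DNA. Fluorescence polarization was read for both dyes.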
12-LOX inh – inhibitors of human 12S-lipoxygenase ALOX12; P18054; purified 12hLO, xylenol orange hydroperoxide absorbance; Potency, µM (doses to about 108 µM), for inactives: at the top dose activity change, negative = inhibition, most hits filed as inhibitors; 580,000 compounds, 1.1% hits; AID 1671190; also: potency is read from the fitted curve at half-maximal effect; % is scaled to controls: 0 for no effect and ±100 for the full control effect
Target sequence (P18054 whole entry, looked up): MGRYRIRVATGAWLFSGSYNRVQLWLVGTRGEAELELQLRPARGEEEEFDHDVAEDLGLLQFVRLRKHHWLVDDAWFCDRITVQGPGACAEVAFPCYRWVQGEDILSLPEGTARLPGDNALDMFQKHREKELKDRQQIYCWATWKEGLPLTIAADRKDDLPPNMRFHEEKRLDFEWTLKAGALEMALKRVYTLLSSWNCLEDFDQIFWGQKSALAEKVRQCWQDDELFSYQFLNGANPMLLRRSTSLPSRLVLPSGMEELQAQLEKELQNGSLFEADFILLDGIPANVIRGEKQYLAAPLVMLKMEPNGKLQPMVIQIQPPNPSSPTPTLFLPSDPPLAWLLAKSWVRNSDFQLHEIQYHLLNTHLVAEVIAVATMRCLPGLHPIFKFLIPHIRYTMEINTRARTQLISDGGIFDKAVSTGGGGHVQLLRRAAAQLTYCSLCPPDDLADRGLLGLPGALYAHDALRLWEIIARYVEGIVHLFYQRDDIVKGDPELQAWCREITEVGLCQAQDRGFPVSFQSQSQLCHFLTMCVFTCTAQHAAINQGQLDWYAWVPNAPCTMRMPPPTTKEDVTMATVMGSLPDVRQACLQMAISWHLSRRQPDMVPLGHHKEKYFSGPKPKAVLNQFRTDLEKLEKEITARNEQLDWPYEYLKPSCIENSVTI
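Purified human 12hLO at 150 nM in 25 mM Hepes, 0.01% Triton X-100, pH 7.0, preincubated 15 min at room temperature with compound. Reaction started with 40 uM arachidonic acid, 30 min at room temperature. Hydroperoxide measured by Fe-xylenol orange, 573/405 nm absorbance ratio.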
D2 ag – agonists of human D2 dopamine receptor. P14416. HEK293 T-REx D2 cells, calcium flux agonist mode. activation, % at 2 µM. 340,000 compounds, 0.53% hits;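 active = activation over 3 SD above normal in the single-dose calcium agonist read, cut at about 30% in these data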; also: 0% is about no effect
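Agonism scored from kinetic calcium signal (1 read/sec, 180 s) following compound pin transfer, after a 10 s baseline. Cells: HEK293 Trex line expressing inducible D2 receptor coupled to calcium, dye-loaded after overnight culture at 30 C.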
LDHA inh – blocks human lactate dehydrogenase A; P00338; purified LDHA, NADH/diaphorase-resazurin fluorescence; active compounds read low; activity change, % (values are at about 110 or 230 µM); 480,000 compounds, 0.15% hits; in the data active = activity change below about -30%; inconclusive = mostly about -25% to -30%;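 also: plate controls were DMSO wells for no effect and wells without enzyme for full effect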
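Enzyme activity of human lactate dehydrogenase 5 (2 nM; 0.06 mM NADH, 0.2 mM pyruvate, 5 min, RT) is measured via a resazurin/diaphorase fluorescence readout of residual NADH.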
Vif-A3F inh – blocks the Vif interaction with APOBEC3F | 390,000 compounds, 0.2% hits | Potency, µM (highest dose often 46.1 µM), for the others: at the highest dose activity, negative = active | AID 602313 | HeLa A3F-eYFP + Vif (tagged APOBEC3F with the HIV-1 protein that degrades it), YFP fluorescence increase; also: potency is read from the fitted curve at half-maximal effect; % of control where 0% means no effect; nearly all actives have a fitted effect of over 65% in size
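HeLa cells stably expressing Vif plus C-terminally eYFP-tagged A3F were seeded, incubated overnight at 37 deg C, dosed with compound, incubated overnight again at 37 deg C. Yellow fluorescence (Ex 488/Em 500-530) reported blocked Vif-mediated A3F-eYFP degradation.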
D2 antag – D2 dopamine receptor (human) antagonism; HEK293 TREx D2 cells, calcium flux, dopamine EC80; inhibition, % at 10 µM; 340,000 compounds, 2% hits; AID 485344; in the data active = inhibition above about 30%; also: 0% is about no effect
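Inhibition of EC80 dopamine-driven calcium flux, recorded kinetically, defines activity here; cells are a tetracycline-induced HEK293 T-REx line expressing force-coupled D2.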
RGS4 inh – human RGS4 inhibition. P49798. Transcreener GDP fluorescence polarization, RGS4-accelerated GTP hydrolysis. Potency, µM (doses to about 114 µM), without a hit: at the highest dose activity change, negative = inhibition, hits mostly inhibitors. 390,000 compounds, 0.039% hits. AID 504845; also: potency is read from the fitted curve at half-maximal effect; % is scaled to controls: 0 for no effect and ±100 for the full control effect; nearly all actives have a fitted effect of over 75% in size; some results filed as inactive show a strong effect at the top dose
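MLSMR compounds (23 nl, pin-transferred) preincubated 10 min at room temperature with a 500nM (2x) first reagent, then RGS4 at 900nM (2x) plus Transcreener GDP mix added; fluorescence polarization (620/688 nm) read before and after 90 min at 30 °C.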
* = called active by the depositor; ? = inconclusive; nt = no result given; & = joins results of further samples; [ ] = another dose, or the depositor's remark. Unless noted, calls follow the shape of the dose curve; as a rule, active = well fitted curve in the direction sought with a large enough effect; inconclusive = small, poorly fitted or top-dose-only effect, or another doubt; inactive = no such curve, though single readings can be large; an effect the other way counts as inactive or inconclusive. Only part of the results is shown; count on the stated rates, not on these rows.

| SMILES | LDHA inh | ERG Ets-DNA blk | Vif-A3F inh | D2 antag | 12-LOX inh | Vif-A3G inh | D2 ag | RGS4 inh | GRP78 ERSR act |
| --- | --- | --- | --- | --- | --- | --- | --- | --- | --- |
| CCCc1nc2nc(C)c(NS(=O)(=O)c3ccc(CC(C)C)cc3)c(=O)n2[nH]1 | 1&6 | 1%&8% | -7%&4% | 3 | -20%&-16% | 1%&0% | -1.6&0.3 | 37%&3% | -4%&-3% |
| COc1cc2[nH]c(=O)c(C(=O)NCCCN3CCOCC3)c(O)c2cc1OC | 13 | -3% | -6% | 4 | -9% | 0% | 1.4 | -50% | -3% |
| C=CCN1C(=O)CN=C1NCc1ccccc1 | -1 | 5% | 3% | 0 | 0% | -3% | 0.1 | -15% | -1% |
| O=C(Nc1nc2ccc(F)cc2s1)C1CCCO1 (configuration not stated) | -13 | 0% | 1% | 10 | 23% | -8% | 0.0 | 7% | 0% |
| CCC(C)n1c(SCC(=O)NC(=O)c2cccn2C)nc2ccccc2c1=O (configuration not stated) | -2 | 14% | -15% | 16 | 6% | -11% | -0.7 | -13% | -5% |
| CCOC(=O)c1oc2c(c1C)/C(=N/O)CCC2 | -1 | -3% | 4% | nt | 51%[activator] | 0% | nt | -12% | 2% |
| CC(CCc1ccccc1)NC(=O)C1CCC1 (configuration not stated) | -4 | 9% | -2% | nt | 284%[activator] | 0% | nt | -7% | -2% |
| CC(C)N(C(=O)[C@H]1C[C@H](CC(=O)NCCC2=CCCCC2)C(=O)N2CCc3c([nH]c4cc(CCC(=O)N(C)C)ccc34)[C@]12C)C(C)C | 4 | 7% | -4% | nt | 6% | 1% | nt | 17% | 0% |
| O=C(CN1CCN(CCN2C(=O)c3cccc4cccc(c34)C2=O)CC1)c1ccc(F)cc1 | -2 | -6% | -4% | -30 | -18% | 4% | 1.0 | -43% | -7% |
| O=C(NCc1ccc2c(c1)OCO2)c1ccc2c(c1)N(Cc1ccccc1)C(=O)c1ccccc1S2=O (configuration not stated) | 2 | 4% | -7% | nt | 0% | 2% | 0.4 | -1% | -3% |
| CCOc1ccc(-c2nnc(SCC(=O)NC(C)CC)nc2-c2ccc(OCC)c(OC)c2)cc1OC (configuration not stated) | 5 | 11% | 5% | nt | 3% | -8% | -0.8 | -37% | -3% |
| CCN(CC)S(=O)(=O)c1ccc(S(=O)(=O)N2CCN(C(=O)c3ccco3)CC2)cc1 | -2 | 1% | -8% | -9 | -52% | 1% | 0.6 | 4% | -2% |
| Cc1cc(C)n(C(=O)Cn2nc([N+](=O)[O-])cc2C)n1 | 1 | 7% | -11% | -12 | 8% | 0% | 7.5 | -12% | 3% |
| Cc1cc(NC(=O)C(C)SCC(=O)Nc2nc3c(F)cc(F)cc3s2)no1 (configuration not stated) | 0 | 0% | 6% | 21 | 11% | -6% | -1.9 | -15% | 2% |
| CCCC1CCC(=NNC(=O)OC(C)(C)C)CC1 (configuration not stated) | -3 | -4% | ? | 15 | 6% | -1% | 0.2 | 8% | 9% |
| CCN(Cc1ccccc1)S(=O)(=O)c1ccc(C(=O)N(CCCN(C)C)c2nc3c(F)cccc3s2)cc1 | 0 | -1% | -12% | 10 | ? | 2% | 0.6 | 13% | -5% |
| O=C(N/N=C/c1c(O)n(-c2ccccc2Cl)c(=O)c2ccccc12)c1cccnc1 | -2 | 0% | -27% | -11 | 9% | ? | 7.9 | -8% | 0% |
| CCCc1ccc2oc(C(=O)N(C)CCn3ccnc3C)c(C)c2c1 | -2 | -8% | 0% | 28 | ? | 10% | -1.6 | -14% | 2% |
| CC(C)c1ccc(NC(=S)NN2CCOCC2)cc1 | -10 | -11% | -4% | -10 | -18% | 1% | 0.9 | -34% | 2% |
| Cc1ccnc2nc(C(=O)OCCOc3ccc(Cl)cc3)nn12 | -3 | 7% | 9% | -7 | 0% | 4% | -1.4 | 0% | -2% |
| CC1CCN(C(=O)CSc2nnc(-c3ccccc3)o2)CC1 | -5 | 1% | -3% | nt | 7% | -1% | 0.1 | -17% | 5% |
| CNC(=S)N(CCc1ccccc1)Cc1cc2cc(OC)c(OC)cc2[nH]c1=O | -8 | 0% | -1% | -4 | -16% | -3% | 0.7 | -15% | -1% |
| Cc1ccc(C)c(NS(=O)(=O)c2cc(C(=O)N3CCCC3)ccc2Cl)c1 | -7 | -5% | -1% | -12 | 4% | -1% | 1.1 | ? | -2% |
| COc1ccc(Cl)cc1C(=O)NNC(=S)NC1CCCC1 | -6 | 7% | 11% | -4 | -13% | 7% | -0.1 | -14% | -1% |
| CCC(CC)NC(=O)Cc1ccccc1OC | -6 | 0% | -3% | nt | -12% | 0% | nt | -4% | -7% |
| c1ccc(Cn2c(NCc3ccccn3)nc3ccccc32)cc1 | -11 | -1% | 4% | -15 | -27% | -4% | -1.4 | -8% | 0% |
| O=C(CCCN1C(=O)c2cccc3cccc(c23)C1=O)NCc1ccco1 | 3 | -2% | -5% | 9 | -8% | 3% | -0.9 | -7% | -5% |
| CCOc1ccc(CCNC(=O)Cn2nnc(-c3ccc(C(F)(F)F)cc3)n2)cc1OCC | -4 | -1% | 0% | nt | -8% | 0% | -0.4 | -11% | 1% |
| Fc1cccc(F)c1CSc1nc2ccccc2[nH]1 | -16 | -4% | 0% | -12 | 0% | -3% | -1.6 | -10% | 6% |
| CCOc1ccc(Cl)cc1S(=O)(=O)NCc1ccccn1 | -3 | 6% | -7% | -40 | -1% | -2% | -0.1 | -8% | -3% |
| CC(=O)c1ccc(NC(=O)c2noc(C(C)C)c2[N+](=O)[O-])cc1 | -1 | -2% | -4% | 9 | -21% | 2% | 0.3 | -32% | 6% |
| COC(=O)C(Sc1ccc(Cl)cc1)C1SC(=S)N(Cc2ccccc2)C1=O (configuration not stated) | 3 | nt | ? | nt | ? | ? | nt | nt | ? |
| Cc1ccc(OCc2nnc(NC(=O)c3cccnc3)s2)cc1 | -1 | 6% | -3% | 0 | 8% | -1% | -0.3 | -12% | 3% |
| O=C(CSc1ccc(-c2ccccn2)nn1)NC1CCCC1 | -8 | 19% | -19% | 6 | -7% | 2% | -1.2 | -7% | 11% |
| Clc1ccccc1Cn1nnc2c(N3CCOCC3)nc(C3CC3)nc21 | -6 | -3% | 1% | 21 | 0% | 0% | -0.2 | -7% | -1% |
| C#Cc1cc(N2CCN(C(=O)c3ccoc3)CC2)n2nc(-c3cccc(Cl)c3)cc2n1 | -9 | nt | ? | nt | -39% | ? | nt | nt | -12% |
| O=CNC1(c2ccccc2)CCCCC1 | 5 | nt | -15% | nt | -30% | 1% | nt | 24% | -5% |
| COCCn1c(-c2ccc(OC)cc2)c(-c2ccc(OC)cc2)oc1=O | 0 | -2% | -9% | -1 | 8% | -3% | -0.6 | -7% | -7% |
| C1=CCC(/C=N/n2cnnc2)CC1 (configuration not stated) | -1 | -13% | -15% | -8 | -3% | 0% | 1.1 | -40% | -1% |
| Cc1ccc(S(=O)(=O)NCC(=O)NC2CCCC2)cc1 | -6 | 11% | 6% | 4 | 16% | -6% | 1.6 | -14% | -3% |
| Cc1cc(C)nc(NC(=O)c2ccc([N+](=O)[O-])o2)n1 | 9 | nt | 4% | 8 | -19% | -17% | 1.9 | 4% | 0% |
| O=c1c(-c2ccccc2)coc2c(CN3CCOCC3)c(O)ccc12 | -1 | 1% | 4% | 10 | 0% | 3% | 0.4 | -20% | -7% |
| COc1ccc(NS(=O)(=O)c2ccc(NC(=O)c3ccc(N(C)S(C)(=O)=O)cc3)cc2)cc1 | -2 | 4% | 8% | -9 | 1% | 3% | 2.3 | -6% | -6% |
| CCN(CC)CCN(Cc1cc2cc3c(cc2[nH]c1=O)OCO3)C(=S)NCCOC | -3 | -1% | 2% | -17 | 5% | -1% | 0.9 | 13% | -2% |
| Cc1ccc(C(=O)n2nc(C)c(S(=O)(=O)N3CCCCCC3)c2C)cc1 | 2 | -2% | -5% | nt | -8% | 1% | 0.7 | -11% | -2% |
| O=C(OCn1nnc2ccccc2c1=O)c1cc(-c2ccccc2Cl)nc2ccccc12 | -1 | 4% | -9% | 1 | -12% | 2% | -0.1 | -17% | -2% |
| CCc1ccc2c(c1)C(O)(CC(=O)c1cccs1)C(=O)N2 (configuration not stated) | -2 | -5% | 14% | -20 | 3% | 2% | 0.4 | 26% | -1% |
| O=[N+]([O-])c1cccc(C(=S)N2CCN(c3ccccc3F)CC2)c1 | -4 | 12% | 2% | -16 | -19% | -4% | 2.5 | -47% | -5% |
| COc1cc(C(=O)NCc2nnc(SCC(=O)c3ccccc3)o2)cc(OC)c1OC | -2 | 6% | 0% | 1 | -16% | 4% | 0.1 | 37% | 1% |
| O=C(NC(=S)N1CC=CCC1)c1ccccc1 | -4 | nt | 0% | nt | -14% | 0% | nt | nt | -3% |
| O=C(Nc1ccc(SC(F)F)cc1)c1ccc2c(=O)n3c(nc2c1)CCC3 | 1 | 8% | -3% | -2 | 213%[activator] | 2% | 8.7 | -18% | 6% |
| C=CCCN(C1CCCC1)S(=O)(=O)c1ccccc1Br | 6 | -2% | -12% | 9 | 13% | 2%&-1% | 0.5 | 4%&-12% | -5%&0% |
| COc1cccc(C(C)NC(=O)C2CCCC2)c1 (configuration not stated) | 0 | -3% | 6% | 11 | 12% | 1% | -0.1 | -21% | -3% |
| CN(C)c1cccc2c(S(=O)(=O)Nc3ccccn3)cccc12 | 22 | 2% | 0% | -12 | 0% | 3% | 1.4 | -45% | -7% |
